Plk1 PBD FP – blocks phosphopeptide binding to human Plk1 polo box domain. Plk1 PBD phosphopeptide binding, fluorescence polarization. AID 693. P53350. 97,000 compounds, 0.13% hits. inhibition, %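 (tested at about 20 µM)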; in the data active means inhibition above about 34%, passing the limit was not always enough
S1P2 antag – blocks the human S1P2 receptor. O95136. cell-based S1P2 antagonist assay, inhibition at 5 uM. inhibition, % at 5 µM. 97,000 compounds, 0.21% hits; in the data active means inhibition above about 45%;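 further: CRE beta-lactamase reporter cells expressing human S1P2 stimulated with S1P; 0% = agonist at EC80 alone and 100% = agonist plus reference antagonist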
Target sequence (O95136 whole entry, looked up): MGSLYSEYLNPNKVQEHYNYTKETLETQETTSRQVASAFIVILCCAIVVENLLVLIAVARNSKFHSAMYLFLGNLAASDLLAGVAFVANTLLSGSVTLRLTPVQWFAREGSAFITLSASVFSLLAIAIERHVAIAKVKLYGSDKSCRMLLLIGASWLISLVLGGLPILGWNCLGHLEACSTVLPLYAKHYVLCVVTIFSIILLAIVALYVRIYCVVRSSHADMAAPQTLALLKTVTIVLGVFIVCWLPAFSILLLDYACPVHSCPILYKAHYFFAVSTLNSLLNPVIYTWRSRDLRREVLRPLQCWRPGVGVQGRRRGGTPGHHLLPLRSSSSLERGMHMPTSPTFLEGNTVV
MT1-MMP txn act – activates MT1-MMP transcription; HT1080 MT1-MMP promoter luciferase reporter, luminescence, overnight; stronger effect = higher value; activation factor at 10 µM; 86,000 compounds, 0.16% hits;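 active means activation factor of at least 2 for MT1-MMP transcription at 10 µM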
PLAP activator – activators of human placental alkaline phosphatase | 96,000 compounds, 1.2% hits | P05187 | purified PLAP enzyme, luminescent substrate read-out; stronger effect = higher value | AID 696 | activation fold at 20 µM; in the data active means activation fold above about 2
Target sequence (P05187 whole entry, looked up): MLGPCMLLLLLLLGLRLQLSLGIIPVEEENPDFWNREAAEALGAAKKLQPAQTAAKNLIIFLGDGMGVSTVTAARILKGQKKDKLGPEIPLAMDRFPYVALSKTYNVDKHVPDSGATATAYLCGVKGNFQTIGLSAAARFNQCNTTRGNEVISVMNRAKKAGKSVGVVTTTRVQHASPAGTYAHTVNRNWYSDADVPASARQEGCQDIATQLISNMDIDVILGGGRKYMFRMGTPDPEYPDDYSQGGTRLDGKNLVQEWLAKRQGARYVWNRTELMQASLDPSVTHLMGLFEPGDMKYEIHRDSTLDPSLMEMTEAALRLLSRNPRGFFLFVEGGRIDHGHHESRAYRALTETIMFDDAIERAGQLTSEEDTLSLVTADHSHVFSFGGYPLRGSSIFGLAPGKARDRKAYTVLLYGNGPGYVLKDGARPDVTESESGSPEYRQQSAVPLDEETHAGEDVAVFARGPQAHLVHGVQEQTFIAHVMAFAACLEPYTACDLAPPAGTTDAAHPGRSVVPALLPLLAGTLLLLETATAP
FAK inh – inhibitors of human focal adhesion kinase. biochemical FAK kinase activity assay. 97,000 compounds, 0.84% hits. AID 727. Q05397. inhibition, %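 (tested at 7 µM)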; in the data active means inhibition above about 19%;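 further: 0% = DMSO and 100% = reference compound high control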
HIV Rev-RRE inh – HIV Rev-RRE protein-RNA interaction inhibition; P05866; Rev peptide-RRE RNA binding, FRET; inhibition, % at 8 µM; 97,000 compounds, 0.79% hits;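 active means inhibition above the screen-wide mean plus 3 SD, cut at about 35% in these data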;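 further: 0% = median DMSO wells and 100% = median Neomycin B control wells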
Target sequence (P05866 whole entry, looked up): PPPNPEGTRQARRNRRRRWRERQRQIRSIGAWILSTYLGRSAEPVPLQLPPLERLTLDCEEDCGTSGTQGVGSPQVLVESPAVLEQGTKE
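Test system: Cy5-tagged RRE RNA duplex with fluorescein-tagged Rev peptide | Read-out: % inhibition of FRET ratio versus controls | Probe or stimulus: Labelled Rev peptide | Incubation: 5 min RNA-compound premix plus 15 min binding step, 25 °C | Technique: FRET fluorescence readout | Benchmarks: DMSO low control, neomycin B high control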
EphB4 antag – EphB4-ephrin-B2 interaction antagonism; P54760; EphB4 LBD / TNYL-RAW-Alexa532 peptide, fluorescence polarization; inhibition, % at 7 µM; 97,000 compounds, 0.15% hits; AID 720;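 active means inhibition above the screen-wide mean inhibition plus 3 SD, cut at about 15% in these data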;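 further: 0% = DMSO wells and 100% = excess unlabeled TNYL-RAW peptide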
S1P2 agonist – S1P2 (human) receptor agonism. O95136. S1P2-expressing cell line, agonist reporter read-out. activation, % at 4.5 µM. 97,000 compounds, 0.46% hits; in the data active means activation above about 16%;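 further: 0% = vehicle low control and 100% = maximal reference agonist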
PLK1 kinase inh – inhibitors of human PLK1 kinase. P53350. recombinant PLK1 kinase, TR-FRET peptide phosphorylation. inhibition, % at 10 µM. 97,000 compounds, 0.53% hits. AID 619;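 active means inhibition of 50% or more in the single-concentration screen; inactive means inhibition below 50%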;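 further: 0% = DMSO max control and 100% = H-89 dihydrochloride min control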
Numbers without * were called inactive; & = joins results of further samples.

Results for O=C(O)CCCC(=O)Nc1ccc(Br)cc1C(=O)O ?
Plk1 PBD FP: 21; S1P2 antag: -9; MT1-MMP txn act: 1; FAK inh: -1; HIV Rev-RRE inh: -4; EphB4 antag: -1; S1P2 agonist: 1; PLK1 kinase inh: -17

What do the screens show for `O=C(CSCc1c(Cl)cccc1Cl)NCC1CCCO1` (stereo unspecified)?
Plk1 PBD FP: 5; S1P2 antag: 15; MT1-MMP txn act: 1.2; PLAP activator: 1.2; FAK inh: 9; HIV Rev-RRE inh: 6; EphB4 antag: 3; S1P2 agonist: -7; PLK1 kinase inh: -20

Results for Cc1cccc(NC(=O)C2CCN(S(=O)(=O)c3cccc4cccnc34)CC2)n1 ?
Plk1 PBD FP: 2; S1P2 antag: 6; MT1-MMP txn act: 1; PLAP activator: 1.5; FAK inh: -4; HIV Rev-RRE inh: 2; EphB4 antag: 0; S1P2 agonist: -4; PLK1 kinase inh: -8

Results for Cc1nn(CC(=O)N2CCOCC2)c(C)c1[N+](=O)[O-] ?
Plk1 PBD FP: 17; S1P2 antag: -15; PLAP activator: 1; FAK inh: -2; HIV Rev-RRE inh: 8; EphB4 antag: 0; S1P2 agonist: -7; PLK1 kinase inh: -12

What do the screens show for `O=C(NNc1cccc(Cl)n1)c1ccc(Cl)cc1Cl`?
Plk1 PBD FP: -22; S1P2 antag: 13; PLAP activator: 1.3; FAK inh: -1; HIV Rev-RRE inh: 0; EphB4 antag: 2; S1P2 agonist: -7; PLK1 kinase inh: -4

Results for Cc1ccccc1Sc1c(C#N)c(-c2ccccc2)nn1C ?
Plk1 PBD FP: -33; S1P2 antag: 8; PLAP activator: 1; FAK inh: 9; HIV Rev-RRE inh: 15; EphB4 antag: 2; S1P2 agonist: -4; PLK1 kinase inh: -10

What do the screens show for `Cc1cc(Cl)c(S(=O)(=O)NCCC(=O)O)cc1OCC(N)=O`?
Plk1 PBD FP: -2; S1P2 antag: -6; MT1-MMP txn act: 1; PLAP activator: 1; FAK inh: -1; HIV Rev-RRE inh: 2; EphB4 antag: -5; S1P2 agonist: 0; PLK1 kinase inh: -8

Results for Cc1nc2nc[nH]n2c(=O)c1NC(=O)c1cccc(OCC(C)C)c1 ?
Plk1 PBD FP: 22; S1P2 antag: -1; MT1-MMP txn act: 1; PLAP activator: 0.9; FAK inh: -6; HIV Rev-RRE inh: 7; EphB4 antag: 0; S1P2 agonist: -3; PLK1 kinase inh: -3

Results for O=C(CN1CCN(c2ncccn2)CC1)NCCC1=CCCCC1 ?
Plk1 PBD FP: 2; S1P2 antag: 7; MT1-MMP txn act: 1.1; PLAP activator: 1.3; FAK inh: -1; HIV Rev-RRE inh: 1; EphB4 antag: -1; S1P2 agonist: -1; PLK1 kinase inh: -12

How did Cc1ccc(C)c(C(=O)COc2ccc(C)nc2[N+](=O)[O-])c1 do in these assays?
Plk1 PBD FP: -27; S1P2 antag: -15; PLAP activator: 0.8; FAK inh: 1; HIV Rev-RRE inh: 1; EphB4 antag: 1; S1P2 agonist: -5; PLK1 kinase inh: -4

What do the screens show for `NC(=O)c1sc2cc(C(F)(F)F)cnc2c1-c1cccs1`?
Plk1 PBD FP: 7; S1P2 antag: -2; MT1-MMP txn act: 1.1; PLAP activator: 0.9; FAK inh: 1; HIV Rev-RRE inh: 4; EphB4 antag: -7; S1P2 agonist: 0; PLK1 kinase inh: 57*

What do the screens show for `O=C(Cc1cc(=O)[nH][nH]1)N/N=C/C(Cl)=C/c1ccccc1`?
Plk1 PBD FP: -22&0; S1P2 antag: -6&12; PLAP activator: 1.1&1.1; FAK inh: -3&-4; HIV Rev-RRE inh: -1&3; EphB4 antag: -5&-2; S1P2 agonist: -2&-4; PLK1 kinase inh: -21&-13

Results for N#CCCn1ncc2ccccc21 ?
Plk1 PBD FP: -12; S1P2 antag: -13; MT1-MMP txn act: 1; PLAP activator: 1.1; FAK inh: 2; HIV Rev-RRE inh: 0; EphB4 antag: -1; S1P2 agonist: -6; PLK1 kinase inh: -1

Results for O=C(Nc1ccccc1-c1nnc(SCc2ccccc2)o1)c1ccccc1 ?
Plk1 PBD FP: 24; S1P2 antag: 0; PLAP activator: 0.9; FAK inh: 2; HIV Rev-RRE inh: 13; EphB4 antag: -4; S1P2 agonist: -5; PLK1 kinase inh: -18

What do the screens show for `CCOC(=O)Cc1csc(NC(=O)CSc2nnnn2-c2ccc(F)cc2)n1`?
Plk1 PBD FP: -8; S1P2 antag: -2; MT1-MMP txn act: 1.1; PLAP activator: 1.2; FAK inh: -3; HIV Rev-RRE inh: 4; EphB4 antag: 6; S1P2 agonist: -3; PLK1 kinase inh: -4

Results for CCn1cc(S(=O)(=O)CC(=O)Nc2cc(C)ccc2C)c2ccccc21 ?
Plk1 PBD FP: 26; S1P2 antag: -14; MT1-MMP txn act: 1.1; PLAP activator: 1.5; FAK inh: -7; HIV Rev-RRE inh: -1; EphB4 antag: -2; S1P2 agonist: -3; PLK1 kinase inh: 8

How did CCN(CC)C(=O)CSC1c2ccccc2C(=O)N1c1ccccc1 (stereo unspecified) do in these assays?
Plk1 PBD FP: 35; S1P2 antag: 18; PLAP activator: 1.1; FAK inh: -8; HIV Rev-RRE inh: 3; EphB4 antag: -2; S1P2 agonist: -2; PLK1 kinase inh: -13

How did CCc1nn(CC(=O)NCCCN2CCc3ccccc3C2)c(=O)c2cc3sccc3n12 do in these assays?
Plk1 PBD FP: -18; S1P2 antag: 19; PLAP activator: 1.6; FAK inh: 4; HIV Rev-RRE inh: 8; EphB4 antag: 1; S1P2 agonist: -5; PLK1 kinase inh: -2

Results for O=S(=O)(Nc1ncnc2sc3c(c12)CCC3)c1ccc2ccccc2c1 ?
Plk1 PBD FP: 23; S1P2 antag: -23; MT1-MMP txn act: 1.1; PLAP activator: 1.9; FAK inh: -2; HIV Rev-RRE inh: 0; EphB4 antag: 0; S1P2 agonist: -4; PLK1 kinase inh: -8

What do the screens show for `Clc1ccc(CNC2CCCC2)cc1`?
Plk1 PBD FP: -18; S1P2 antag: -1; PLAP activator: 0.9; FAK inh: -1; HIV Rev-RRE inh: 1; EphB4 antag: -5; S1P2 agonist: -1; PLK1 kinase inh: -6

How did O=C(Nc1ccc(-c2nc3ccccc3o2)cc1)C1CCCO1 (stereo unspecified) do in these assays?
Plk1 PBD FP: -5; S1P2 antag: -8; MT1-MMP txn act: 0.2; PLAP activator: 0.9; FAK inh: 0; HIV Rev-RRE inh: 7; EphB4 antag: 2; S1P2 agonist: -7; PLK1 kinase inh: -6

What do the screens show for `O=C(O)c1ccccc1C(=O)Nc1ccccc1`?
Plk1 PBD FP: 24; S1P2 antag: 4; MT1-MMP txn act: 1; PLAP activator: 1; FAK inh: 17; HIV Rev-RRE inh: 10; EphB4 antag: 5; S1P2 agonist: 0; PLK1 kinase inh: -10

How did O=C(/C=C/c1ccccc1)CC(O)(c1ccccc1)C(F)(F)F (stereo unspecified) do in these assays?
Plk1 PBD FP: -19; S1P2 antag: 5; MT1-MMP txn act: 0.9; PLAP activator: 0.7; FAK inh: 0; HIV Rev-RRE inh: 13; EphB4 antag: -4; S1P2 agonist: -3; PLK1 kinase inh: -6

How did Cc1cc2ccccn2c1C(=O)c1ccc(Cl)cc1 do in these assays?
Plk1 PBD FP: 17; S1P2 antag: -15; MT1-MMP txn act: 1.2; PLAP activator: 1.2; FAK inh: 5; HIV Rev-RRE inh: 9; EphB4 antag: 3; S1P2 agonist: -5; PLK1 kinase inh: -2

How did COc1cccc(C(=O)N2CCN(C3CCN(Cc4ccccc4)CC3)CC2)c1 do in these assays?
Plk1 PBD FP: 3; S1P2 antag: 17; MT1-MMP txn act: 1.1; PLAP activator: 1.6; FAK inh: -2; HIV Rev-RRE inh: 5; EphB4 antag: 0; S1P2 agonist: -1; PLK1 kinase inh: -7

How did CCN(CC)CC(O)Cn1c2ccccc2c2ccccc21 (stereo unspecified) do in these assays?
Plk1 PBD FP: -3; S1P2 antag: 17; MT1-MMP txn act: 1.1; PLAP activator: 0.8; FAK inh: -2; HIV Rev-RRE inh: -9; EphB4 antag: -5; S1P2 agonist: -6; PLK1 kinase inh: -15

What do the screens show for `Cc1c(NC(=O)Cn2cnc3c(=O)n(C)c(=O)n(C)c32)cccc1-c1nc2ccccc2o1`?
Plk1 PBD FP: -18; S1P2 antag: -7; MT1-MMP txn act: 0.9; FAK inh: 4; HIV Rev-RRE inh: -3; EphB4 antag: -6; S1P2 agonist: -8; PLK1 kinase inh: 1

What do the screens show for `CCCC(O)(CCN(C)C)c1ccc(OC)cc1` (stereo unspecified)?
Plk1 PBD FP: -24; S1P2 antag: -40; MT1-MMP txn act: 1.1; PLAP activator: 0.9; FAK inh: 0; HIV Rev-RRE inh: 12; EphB4 antag: 2; S1P2 agonist: -1; PLK1 kinase inh: -13

What do the screens show for `O=c1oc2ccccc2c(NCc2cccc(F)c2)c1[N+](=O)[O-]`?
Plk1 PBD FP: -33; S1P2 antag: 20; FAK inh: 3; HIV Rev-RRE inh: 6; EphB4 antag: 0; S1P2 agonist: -4; PLK1 kinase inh: -6

What do the screens show for `Cc1ccc(C(=O)NNS(=O)(=O)c2ccccc2[N+](=O)[O-])cc1`?
Plk1 PBD FP: 0; S1P2 antag: -5; MT1-MMP txn act: 1.2; FAK inh: 1; HIV Rev-RRE inh: 7; EphB4 antag: -3; S1P2 agonist: -4; PLK1 kinase inh: -3

How did O=C(O)C1[C@H]2C(=O)N(Cc3cccs3)C[C@]23C=C[C@H]1O3 (stereo partly specified) do in these assays?
Plk1 PBD FP: 0; S1P2 antag: 13; MT1-MMP txn act: 1.1; PLAP activator: 1.1; FAK inh: 4; HIV Rev-RRE inh: 1; EphB4 antag: -4; S1P2 agonist: -4; PLK1 kinase inh: 3

What do the screens show for `CC(NC(=O)COc1ccccc1)C(=O)OCC(=O)c1cc2ccccc2o1` (stereo unspecified)?
Plk1 PBD FP: 4; S1P2 antag: 17; MT1-MMP txn act: 1.1; PLAP activator: 1.2; FAK inh: 1; HIV Rev-RRE inh: 10; EphB4 antag: 2; S1P2 agonist: 0; PLK1 kinase inh: -11

Results for CN1C(=O)C(CC(N)=O)N(NC(=O)c2ccc(Cl)cc2)C1=S (stereo unspecified) ?
Plk1 PBD FP: -11; S1P2 antag: 2; MT1-MMP txn act: 1.1; PLAP activator: 1; FAK inh: -2; HIV Rev-RRE inh: 1; EphB4 antag: 3; S1P2 agonist: -7; PLK1 kinase inh: -8

What do the screens show for `Cc1ccsc1C(C(=O)NC1CCCCC1)N(C(=O)c1csnn1)C1CC1` (stereo unspecified)?
Plk1 PBD FP: 16; S1P2 antag: 19; MT1-MMP txn act: 1.1; PLAP activator: 0.9; FAK inh: 6; HIV Rev-RRE inh: 3; EphB4 antag: 5; S1P2 agonist: -4; PLK1 kinase inh: -15

Results for Cc1cc(C)n(-c2nc3ccccc3c(=O)n2OCC(=O)Nc2c(C)cccc2C)n1 ?
Plk1 PBD FP: -15; S1P2 antag: 6; MT1-MMP txn act: 1; PLAP activator: 1.3; FAK inh: 0; HIV Rev-RRE inh: 10; EphB4 antag: 3; S1P2 agonist: -2; PLK1 kinase inh: -9

How did C=CCNC(=S)NNC(=O)C(CCCC)CC(C)(C)O (stereo unspecified) do in these assays?
Plk1 PBD FP: -3; S1P2 antag: 2; MT1-MMP txn act: 1.1; FAK inh: 1; HIV Rev-RRE inh: 3; EphB4 antag: 7; S1P2 agonist: -5; PLK1 kinase inh: -8

Quoted at random: 2 entries already listed, in no set order.
What do the screens show for `O=c1oc2ccccc2c(NCc2cccc(F)c2)c1[N+](=O)[O-]`?
Plk1 PBD FP: -33; S1P2 antag: 20; FAK inh: 3; HIV Rev-RRE inh: 6; EphB4 antag: 0; S1P2 agonist: -4; PLK1 kinase inh: -6

Results for CN1C(=O)C(CC(N)=O)N(NC(=O)c2ccc(Cl)cc2)C1=S (stereo unspecified) ?
Plk1 PBD FP: -11; S1P2 antag: 2; MT1-MMP txn act: 1.1; PLAP activator: 1; FAK inh: -2; HIV Rev-RRE inh: 1; EphB4 antag: 3; S1P2 agonist: -7; PLK1 kinase inh: -8

No enrichment for hits; overall some 3.9% were active at least once.
